# KCNQ1 act: potentiators or activators of KCNQ1 channel, primary screen, cell-based, thallium flux, high-throughput. CHO-K1 KCNQ1, thallium flux FluxOR fluorescence; active compounds read high. Potassium voltage-gated channel subfamily KQT member 1 (Homo sapiens), P51787. actives 0.35% (n = 310,000). B-score at 10 µM. AID 2648, 2010;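 active means fluorescence ratio B-score, a plate-corrected score, at least three library SD, with initial intensity B-score within 5 SD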
# Target sequence (P51787 whole entry, looked up): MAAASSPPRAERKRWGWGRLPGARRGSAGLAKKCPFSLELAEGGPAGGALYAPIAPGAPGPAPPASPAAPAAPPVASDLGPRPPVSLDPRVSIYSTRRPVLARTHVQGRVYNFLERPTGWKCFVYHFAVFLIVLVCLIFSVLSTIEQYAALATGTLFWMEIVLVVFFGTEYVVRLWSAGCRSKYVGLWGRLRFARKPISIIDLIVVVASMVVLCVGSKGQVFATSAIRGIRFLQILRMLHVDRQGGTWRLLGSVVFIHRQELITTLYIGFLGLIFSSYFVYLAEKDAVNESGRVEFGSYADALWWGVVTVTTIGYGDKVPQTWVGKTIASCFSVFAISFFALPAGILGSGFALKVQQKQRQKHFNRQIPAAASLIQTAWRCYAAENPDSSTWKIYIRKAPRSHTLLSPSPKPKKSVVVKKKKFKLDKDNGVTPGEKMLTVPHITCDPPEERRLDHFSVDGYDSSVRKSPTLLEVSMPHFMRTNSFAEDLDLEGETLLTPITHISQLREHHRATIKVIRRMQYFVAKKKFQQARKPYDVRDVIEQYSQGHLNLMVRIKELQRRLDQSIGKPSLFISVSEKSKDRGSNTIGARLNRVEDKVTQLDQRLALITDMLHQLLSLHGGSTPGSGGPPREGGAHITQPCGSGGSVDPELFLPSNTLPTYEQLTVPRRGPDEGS
#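 Assay system: CHO-K1 cells stably expressing KCNQ1; Medium: assay buffer with matched DMSO; Also added: K+/Tl+ depolarizing stimulus; Dosing: single dose; Timing: dye 90 min, compound 20 min, room temperature; Measured by: kinetic FluxOR thallium fluorescence, 10-s 1-Hz baseline, 110-s post-stimulus read; Read-out: peak-minus-minimum fluorescence over initial fluorescence, negative-control normalized, B-scored.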
# KCNQ1 block: inhibitors of human KCNQ1 channel, primary screen, cell-based, thallium flux, high-throughput; AID 2642, 2010; actives 1.3% (n = 310,000); CHO-K1 KCNQ1, FluxOR thallium flux fluorescence; active compounds read high; B-score at 10 µM; Potassium voltage-gated channel subfamily KQT member 1 (Homo sapiens), P51787;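 active means compounds whose thallium flux B-score, printed positive for inhibition, exceeds three library SD while starting fluorescence stays within three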;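 further: channel opened by potassium depolarization with thallium stimulus after 20 min compound exposure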
# HDAC3 inh: HDAC3 deacetylase inhibitors, primary screen, biochemical, fluorescence, cell-free homogeneous; Histone deacetylase 3 (Homo sapiens), O15379; recombinant HDAC3, fluorogenic peptide/trypsin coupled; inhibition, % at 8.3 µM; actives 0.15% (n = 320,000); in the data active means inhibition above about 26%, passing the limit was not always enough
# KCNK9 block: KCNK9 potassium channel inhibitors, primary screen, HEK293 cells, thallium flux; actives 1.2% (n = 310,000); B-score at 10 µM; Potassium channel subfamily K member 9 (Homo sapiens), Q9NPC2; AID 488922, 2010; FluxOR thallium flux fluorescence; active compounds read low;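 active means ratio B-score over 3 SD below the library mean, with starting fluorescence within 5 SD of its mean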;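 further: negative B-score means less thallium flux so channel inhibition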
# PolyA inh: polyadenylation inhibitors in yeast reporter cells, primary screen, luminescence, S. cerevisiae; S. cerevisiae SKY197-pL101 polyadenylation reporter, beta-gal luminescence; efflux-impaired pdr1/pdr3 knockout yeast; score 100 = 6 SD above DMSO; calls only at 12 µM; actives 0.02% (n = 300,000);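 active means lowest replicate activity score at least 50, where 100 means six control SD above control mean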;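 further: yeast exposed to compound for 9 h at 30 °C; higher score means more reporter readthrough which indicates perturbed polyadenylation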
# KCNK3 inh: human KCNK3 channel inhibitors, primary screen, CHO cells, FluxOR thallium flux, B-score. AID 602410, 2012. Potassium channel subfamily K member 3 (Homo sapiens), O14649. B-score at 10 µM. FluxOR fluorescence; active compounds read low. actives 0.84% (n = 340,000);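 active means B-score under library mean minus 4 SD, starting fluorescence ratio at most library mean plus 5 SD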;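 further: more negative B-score means stronger inhibition of thallium flux through KCNK3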
# Target sequence (O14649 whole entry, looked up): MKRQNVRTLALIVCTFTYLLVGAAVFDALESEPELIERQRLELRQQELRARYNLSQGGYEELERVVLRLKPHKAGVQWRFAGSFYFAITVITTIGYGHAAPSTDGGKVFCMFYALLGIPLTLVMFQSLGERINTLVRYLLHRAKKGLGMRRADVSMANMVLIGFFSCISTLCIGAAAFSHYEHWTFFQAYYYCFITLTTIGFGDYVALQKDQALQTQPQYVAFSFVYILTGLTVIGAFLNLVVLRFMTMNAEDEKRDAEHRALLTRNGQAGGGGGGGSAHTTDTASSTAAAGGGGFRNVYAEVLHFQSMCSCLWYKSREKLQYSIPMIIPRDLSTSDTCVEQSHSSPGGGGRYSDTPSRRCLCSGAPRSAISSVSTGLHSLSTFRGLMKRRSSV
# GSK3B inh: human GSK3beta kinase inhibitors, primary screen, biochemical, cell-free homogeneous, HTS; GST-GSK3beta kinase, ADP-Glo luminescence, 60 min; active compounds read low; activity score (negative = inhibition), % at 10 µM; actives 0.038% (n = 300,000); AID 2097, 2009;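 active means more than half of replicate wells score below -50%, meaning over 50% inhibition versus plate controls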;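 further: 0% = median DMSO wells and -100% = median GW8510 positive control wells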
#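 Assay system: GST-fused GSK3beta enzyme, cell-free / Medium: Tris pH 7.5 buffer with MgCl2, DTT, BSA, heparin / Also added: peptide substrate plus 25 µM ATP (final) / Compound: 10 µM single point / Timing: kinase reaction with compound 60 min at room temperature / Detection: ADP-Glo luminescence / Benchmarks: DMSO neutral wells and GW8510 at 20 µM as positive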
# GSK3 alpha inh: blockers of GSK3A enzyme activity – biochemical, luminescence, cell-free homogeneous, HTS, primary screen. inhibition, % at 10 µM. actives 0.1% (n = 320,000). GSK-3 alpha kinase, ADP-Glo luminescence, 60 min. Glycogen synthase kinase-3 alpha (Homo sapiens), P49840;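 in the data active means inhibition above about 50%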;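 further: GST-tagged GSK-3 alpha with peptide substrate and 25 µM ATP; 0% = DMSO neutral wells and 100% = GW8510 positive control wells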
# RGS4 pot: RGS4 potentiators or activators, primary screen, cell-based, HEK293 M3R inducible RGS4, calcium flux; actives 0.92% (n = 310,000); B-score at 10 µM; carbachol calcium flux Fluo4; active compounds read low;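 active means B-score of the integrated calcium signal more than 4 SD below the library mean, with starting fluorescence not abnormally high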;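 further: negative B-score means reduced calcium response which marks RGS4 activation or potentiation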
#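 Assay system: Inducible-RGS4 HEK293 cells carrying M3 receptor | Schedule: Compound preincubation 20 min at room temperature before agonist | Signal: Kinetic calcium fluorescence imaging with Fluo4-AM dye, 2 µM | Read-out basis: B score from integrated fluorescence ratio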
# DYRK1A inh: rat Dyrk1A kinase inhibitors, primary screen, biochemical, single point, plate reader; ADP-Glo luminescence, NFATc1 peptide; AID 504441, 2011; actives 0.43% (n = 310,000); inhibition, % at 12.5 µM; Dual specificity tyrosine-phosphorylation-regulated kinase 1A (Rattus norvegicus), Q63470; in the data active means inhibition above about 50%;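 further: plate controls were vehicle with enzyme for no effect and no enzyme for full effect; many of its hits are not listed in these tables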
# hERG protect: hERG rescue from dofetilide block, primary screen, cell-based, CHO-hERG, FluxOR thallium flux, dofetilide IC70 | Voltage-gated inwardly rectifying potassium channel KCNH2 (Homo sapiens), Q12809 | dofetilide IC70 present | activation (rescue from dofetilide block), less the hit threshold, % at 10 µM | actives 0.51% (n = 310,000) | AID 1511, 2009;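 active means activation above the mean of controls blocked by dofetilide plus 5 SD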;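 further: thallium influx through hERG after potassium depolarization seen as dye fluorescence rise; in these data hits start at about 4.7%; inactives centre near -7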
# The depositor's hits bear a star; i = inactive; / = no result given. An excerpt; the hit share may differ from the screen's.
SMILES,KCNQ1 act,KCNQ1 block,HDAC3 inh,KCNK9 block,PolyA inh,KCNK3 inh,GSK3B inh,GSK3 alpha inh,RGS4 pot,DYRK1A inh,hERG protect
Cc1cc(NC(=O)c2ccc(-c3ccc(F)c(Cl)c3)o2)no1,i,i,0,i,i,i,2,-3,i,0,-5
COc1cc(NS(=O)(=O)c2ccc(Nc3nc(-c4ccccn4)cs3)cc2)nc(OC)n1,i,i,3,i,i,i,4,1,i,6,-13
C=CCN1/C(=C(\C#N)C2=NS(=O)(=O)c3ccccc32)N(C)c2ccccc21,i,i,9,i,i,i,-8,-1,i,0,-14
O=C(O)CN1CCN(Cc2ccc(Cl)cc2)C1=O,i,i,3,i,i,i,-1,-4,i,-8,-7
Cc1cc(NS(=O)(=O)c2ccc(NC(=O)CCCOc3cccc(C)c3C)cc2)no1,i,i,2,i,i,i,1,0,i,-9,-7
OC12CCCCC1C(c1ccc3c(c1)OCO3)N(Cc1ccccc1F)CC2 (configuration not stated),i,i,9,i,i,i,4,-2,i,3,-16
Cc1c(NS(=O)(=O)N2CCCCC2)c(=O)n(-c2ccccc2)n1C,i,i,4,i,i,i,1,-3,i,-4,-11
CC(C)Cn1c2nc3ccccc3nc2c2c(=O)n(CCN3CCOCC3)cnc21,i,i,-5,i,i,i,2,3,i,3,-6
CC(C)CCn1c(SCC(=O)NC2CCS(=O)(=O)C2)nc2cc(Cl)ccc2c1=O (configuration not stated),i,i,1,i,i,i,-1,0,i,3,-10
CCCCC(=O)Nc1ccc(C(=O)NN2C(=O)c3ccccc3C2=O)cc1,i,i,0,i,i,i,-1,-4,i,5,-4
O=C(NC(=S)Nc1ccccc1N1CCCC1)c1ccccc1[N+](=O)[O-],i,i,5,i,i,i,1,-2,i,3,-4
COC(=O)c1nc2ccc(N3CCOCC3)cc2c(C)c1C(=O)OC,i,i,-26,i,/,i,3,-1,i,-1,-10
COc1ccc(S(=O)(=O)N(CC(=O)NCc2ccco2)c2ccc(C)cc2)cc1OC,i,i,1,i,i,i,/,0,i,13,-10
CC(CCc1ccc(O)cc1)NC1c2ccccc2-c2ccccc21 (configuration not stated),i,i,1,i,i,i,0,2,i,17,-6
Cc1cc(N2CCN(c3ccccc3)CC2)nc(-c2ccccc2O)n1,i,i,5,i,i,i,-2,-1,i,4,-8
CC(O)c1nc2ccccc2n1CC(=O)Nc1ccc2c(c1)OCCO2 (configuration not stated),i,i,-1,i,i,i,-3,0,i,-9,-4
CCn1c(=NC(=O)CSC(C)=O)sc2cc(OC)ccc21,i,i,1,-14*,i,i,5,0,i,-5,-7
CN(C)c1ccc(N2C(=NC(=O)CCC3CCCC3)SC3CS(=O)(=O)CC32)cc1 (configuration not stated),i,i,-8,i,i,i,2,1,i,2,-10
COc1cc([N+](=O)[O-])ccc1NC(=O)NCC1CCN(Cc2ccc(Cl)cc2)CC1,i,i,0,i,i,i,3,5,i,3,-13
CSc1nc2oc3c(c2c2nncn12)CC(C)(C)SC3,i,i,12,i,i,i,0,2,i,6,-9
C=C(C)CSc1nnc([C@H](CCSC)NC(=O)OC(C)(C)C)o1,i,i,2,i,i,i,0,-2,i,4,-4
c1ccc(OCCSc2nc3ccccc3o2)cc1,i,i,1,i,i,i,-2,1,i,-6,-5
CCc1ccc(NC(=O)C2CCCN(S(=O)(=O)c3cccs3)C2)cc1 (configuration not stated),i,i,2,i,i,i,/,1,i,1,-6
O=C(NCc1ccccc1)N1CCOCC1,i,i,/,i,i,i,4,0,i,-7,1
Cc1cc(C(=O)NCc2cccs2)nn1C,i,i,-5,i,i,i,3,-2,i,/,-5

# Compound profiles, as listed above.
# Shown for `CC(C)Cn1c2nc3ccccc3nc2c2c(=O)n(CCN3CCOCC3)cnc21` → KCNQ1 act: i; KCNQ1 block: i; HDAC3 inh: -5; KCNK9 block: i; PolyA inh: i; KCNK3 inh: i; GSK3B inh: 2; GSK3 alpha inh: 3; RGS4 pot: i; DYRK1A inh: 3; hERG protect: -6
# Shown for `Cc1cc(N2CCN(c3ccccc3)CC2)nc(-c2ccccc2O)n1` → KCNQ1 act: i; KCNQ1 block: i; HDAC3 inh: 5; KCNK9 block: i; PolyA inh: i; KCNK3 inh: i; GSK3B inh: -2; GSK3 alpha inh: -1; RGS4 pot: i; DYRK1A inh: 4; hERG protect: -8

# The main list resumes, repeating the two entries before the break.
SMILES,KCNQ1 act,KCNQ1 block,HDAC3 inh,KCNK9 block,PolyA inh,KCNK3 inh,GSK3B inh,GSK3 alpha inh,RGS4 pot,DYRK1A inh,hERG protect
O=C(NCc1ccccc1)N1CCOCC1,i,i,/,i,i,i,4,0,i,-7,1
Cc1cc(C(=O)NCc2cccs2)nn1C,i,i,-5,i,i,i,3,-2,i,/,-5
CCSc1cc(N2CCOCC2)nc(-c2ccc(Cl)cc2)n1,i,i,-4,i,i,i,2,-2,i,-5,-7
COc1ccc(/C=N/N2CCN(c3ccc(Cl)cc3)CC2)cc1,i,i,1,i,i,i,4,-1,i,0,-13
CC(C)/C(=N\NS(=O)(=O)c1ccc(Br)cc1)c1cccs1,i,i,1,i,i,i,4,-3,i,-2,-10
Cc1cc2[nH]ncc2cc1NC(=S)NC(=O)c1ccccc1,i,i,11,i,i,i,1,0,i,3,-6
COC(=O)c1ccccc1NC(=O)c1ccc(COc2ccc3c(c2)CCC3)cc1,i,i,10,i,i,i,-1,-2,i,-2,-2
COc1ccccc1NS(=O)(=O)c1cc(NC(=S)NCC2CCCO2)ccc1C (configuration not stated),i,i,-8,i,i,i,-1,-4,i,5,-10
COc1ccc(C(=O)Nc2ccc(S(=O)(=O)N3CCOCC3)cc2)cc1,i,i,-10,i,i,i,-2,1,i,/,-5
CCOc1ccccc1CN1CCNC(=O)C1CC(=O)NC1CCCCC1 (configuration not stated),i,i,-3,i,i,i,0,-1,i,4,-10
Cc1c(CCO)c(=O)[nH]n1S(=O)(=O)c1ccc(F)cc1,i,i,-5,i,i,i,2,6,i,-4,-4
CCOC(=O)C1(Cc2cccc(F)c2)CCN(C(=O)c2cnccn2)CC1,i,i,8,i,i,i,0,-3,i,2,-9
Cc1ccc(-c2nn(CC(=O)NCC3CCCO3)c(=O)c3ccccc23)cc1 (configuration not stated),i,i,-14,i,i,i,2,-3,i,2,-4
CCC(=O)NS(=O)(=O)c1cccnc1Nc1ccc(Cl)cc1,i,i,0,i,i,i,2,-4,i,2,-12
Cn1c(=O)c2c(ncn2CC(=O)OCC(=O)c2ccc(F)c(F)c2)n(C)c1=O,i,i,-1,i,i,i,0,-3,i,/,-3
O=S(=O)(NCc1ccc2c(c1)OCO2)c1cnc[nH]1,i,i,-3,i,i,i,3,0,i,-7,-7
Cc1cccc(NC(=O)c2cc([N+](=O)[O-])ccc2N2CCCCC2)n1,i,i,-1,i,i,i,-4,1,i,-7,-16
CCCn1cc(CN2CCC(Oc3ccc(C(=O)N4CCCC4)cc3)CC2)c(C)n1,i,i,-5,i,i,i,1,-6,i,5,-7
COc1cccc(OC)c1C(=O)N=c1sc2cc(S(C)(=O)=O)ccc2n1C,i,i,3,i,i,i,-1,2,i,-2,-7
CCOC(=O)N1CC=C2C(C#N)=C(N)C(C#N)(C#N)[C@H](c3ccc(OC(C)C)c(OCC)c3)[C@H]2C1,i,i,3,i,i,i,-1,-1,i,-1,-8
COc1ccc(-c2nc(Cn3c(SCc4ccc(F)cc4)nc4ccncc43)c(C)o2)cc1OC,i,i,0,i,i,i,0,-2,i,-2,-7
O=C(COc1ccccc1)N1CCN(S(=O)(=O)Cc2ccccc2)CC1,i,i,-8,i,i,i,-5,0,i,-4,-9
COc1ccc(NC(=O)CSc2nc(N)c3cc4c(nc3n2)CCCC4)cc1,i,i,12,i,i,i,1,0,i,-4,-7
Cc1ccc(CN2C(=O)c3ccccc3C2C(=O)NCc2cccnc2)cc1 (configuration not stated),i,i,1,i,i,i,3,-2,i,3,-11
COc1ccc(C2=NOC(CN3C(=O)c4ccccc4S3(=O)=O)C2)cc1 (configuration not stated),i,i,-6,i,i,i,2,-7,i,-7,-11
O=C(O)COc1nsnc1N1CCOCC1,i,i,-3,i,i,i,-1,-2,i,-2,-8
CC1(c2ccncc2)Nc2ccccc2-c2nc3ccccc3n21 (configuration not stated),i,i,-50,i,i,i,0,-3,i,20,-9
O=C(NCCc1ccccc1Cl)C1CCC(=O)N(C2CCCCCC2)C1 (configuration not stated),i,i,-4,i,i,i,-1,-1,i,-2,-7
O=C1CC(C(=O)NC2CCCCC2)C(c2ccccc2)O1 (configuration not stated),i,i,5,i,i,i,-1,-2,i,-5,-10
CCOC(=O)C1CCN(C(=O)c2c(-c3c(F)cccc3Cl)noc2C)CC1,i,i,4,i,i,i,1,-3,i,9,-14

# In another format: results already given.
SMILES | KCNQ1 act | KCNQ1 block | HDAC3 inh | KCNK9 block | PolyA inh | KCNK3 inh | GSK3B inh | GSK3 alpha inh | RGS4 pot | DYRK1A inh | hERG protect
COc1ccc(C(=O)Nc2ccc(S(=O)(=O)N3CCOCC3)cc2)cc1 | i | i | -10 | i | i | i | -2 | 1 | i | / | -5
O=C1CC(C(=O)NC2CCCCC2)C(c2ccccc2)O1 (configuration not stated) | i | i | 5 | i | i | i | -1 | -2 | i | -5 | -10
CCOc1ccccc1CN1CCNC(=O)C1CC(=O)NC1CCCCC1 (configuration not stated) | i | i | -3 | i | i | i | 0 | -1 | i | 4 | -10
O=C(COc1ccccc1)N1CCN(S(=O)(=O)Cc2ccccc2)CC1 | i | i | -8 | i | i | i | -5 | 0 | i | -4 | -9

# Screening data from PubChem BioAssay.
